Compound activity: PubChem BioAssay, National Center for Advancing Translational Sciences (NCATS)
KCNH2 3.1 inh: inhibitors of human KCNH2 3.1 potassium channel isoform; activity change, % (tested at about 1.8 µM); 0.95% of 340,000 active; U2OS KCNH2 3.1, thallium flux FluxOr; stronger effect = lower value;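 active = maximum activity change below -70%; inconclusive = maximum activity change from -70% to -50%; inactive = maximum activity change above -50%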;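 note: thallium influx rate constant from kinetic fluorescence after stimulation buffer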
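Thallium flux read-out: FluxOr dye with Red40 quencher in HBSS/HEPES, 45 min at RT. Rate constants from kinetic reads were normalized to positive and negative DMSO controls. Cells: U2OS virally expressing the 3.1 isoform.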
uPA generation: inhibitors of cell surface uPA generation; cell surface uPA generation assay, qHTS; Potency, µM (titrated, usually from 38.3 µM), for inactives: top-dose activity change, negative = inhibition, usual class: inhibitors; 0.31% of 330,000 active; AID 540303; active = well fitted inhibition curve with a large enough effect; inconclusive = small, poorly fitted or top-dose-only effect; inactive = no such curve, though single readings can be large or run the other way; tested in mouse RAW 264.7 cells; note: potency is the fitted concentration of half-maximal effect; nearly all actives have a fitted effect of over 55% in size
GALK inhibitor: galactokinase (human) inhibition; P51570; Purified GALK, Kinase-Glo residual ATP luminescence; Potency, µM (doses to about 57.5 µM), without a hit: top-dose activity change, negative = inhibition, hits mostly inhibitors; 0.007% of 270,000 active; AID 1868; note: potency is the fitted concentration of half-maximal effect
Target sequence (P51570 whole entry, looked up): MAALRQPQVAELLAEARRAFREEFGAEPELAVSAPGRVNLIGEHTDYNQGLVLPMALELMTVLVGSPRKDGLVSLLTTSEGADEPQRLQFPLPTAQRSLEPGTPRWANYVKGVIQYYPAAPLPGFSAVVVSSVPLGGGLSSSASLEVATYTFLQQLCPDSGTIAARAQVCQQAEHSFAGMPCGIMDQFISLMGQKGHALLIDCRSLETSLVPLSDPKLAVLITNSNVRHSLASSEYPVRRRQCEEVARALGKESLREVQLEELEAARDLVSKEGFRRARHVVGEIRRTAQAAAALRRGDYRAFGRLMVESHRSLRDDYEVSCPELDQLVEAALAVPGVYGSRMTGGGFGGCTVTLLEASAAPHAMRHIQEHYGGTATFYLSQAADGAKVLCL
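Human GALK (5 nM) with 35 uM ATP and 100 uM galactose in 20 mM HEPES pH 8.0, 5 mM MgCl2, 60 mM NaCl, 1 mM DTT, 0.01% BSA. After 1 h at room temperature, leftover ATP was read by Kinase-Glo Plus luminescence.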
PKM2 act: PKM2 (human) enzyme activation. purified PKM2, Kinase-Glo ATP luminescence, activation; response scale: 0% is enzyme alone, no compound. Potency, µM (highest dose often 57.5 µM), inactives show top-dose activation, most hits filed as activators. 0.34% of 260,000 active; note: potency is the fitted concentration of half-maximal effect; nearly all actives have a fitted effect of over 55% in size
Target sequence (P14618 whole entry, looked up): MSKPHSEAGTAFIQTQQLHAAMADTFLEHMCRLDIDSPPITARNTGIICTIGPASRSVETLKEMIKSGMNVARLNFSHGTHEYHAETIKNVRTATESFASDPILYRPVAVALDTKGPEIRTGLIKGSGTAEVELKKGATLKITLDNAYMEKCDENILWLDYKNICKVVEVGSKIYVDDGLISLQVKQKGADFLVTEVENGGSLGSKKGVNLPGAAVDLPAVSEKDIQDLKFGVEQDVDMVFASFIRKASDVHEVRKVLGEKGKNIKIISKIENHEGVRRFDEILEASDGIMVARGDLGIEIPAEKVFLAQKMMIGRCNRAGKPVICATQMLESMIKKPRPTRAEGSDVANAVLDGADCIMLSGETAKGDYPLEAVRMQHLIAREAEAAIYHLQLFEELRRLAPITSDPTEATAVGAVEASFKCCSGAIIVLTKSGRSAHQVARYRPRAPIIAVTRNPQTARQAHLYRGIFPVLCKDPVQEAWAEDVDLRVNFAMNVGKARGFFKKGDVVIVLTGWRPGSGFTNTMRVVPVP
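ATP formation by purified human PK-M2, quantified via coupled luciferase luminescence after 1 h at room temperature with 0.1 mM ADP and 0.5 mM PEP final.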
BCR signal inh: chronic active BCR signaling inhibition; ABC-DLBCL IkBa-CBG/CBR reporter, luminescence ratio, 4 h; Potency, µM (top dose mostly 46.1 µM), without a hit: at the highest dose ratio change, negative = lower green/red ratio, hits mostly inhibitors; AID 493014; 0.05% of 340,000 active; active = well fitted inhibition curve with a large enough effect in the signal ratio, with a control signal flat, not every such curve was filed as active; inconclusive = small, poorly fitted or top-dose-only effect, or effect the other way, or a change in a side signal; the % refers to the signal ratio;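 note: potency is the fitted concentration of half-maximal effect; plate controls were basal doxycycline-induced cells for no effect and cells given 10 µM MG132 for full effect; MG132 reads +100%, hits lower the ratio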
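TMD8 human ABC-DLBCL cells with doxycycline-inducible IκBα–green luciferase fusion and unfused red luciferase, in 0.5% FBS medium; compounds up to 46 uM, 4 h at 37C. Green/red luminescence ratio, filter-overlap corrected, fitted to concentration-response curves.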
Giardia killer: Giardia lamblia killing. Giardia lamblia trophozoite viability. activity change, % at 7.66 µM, hits read low. 0.15% of 340,000 active. AID 540267; in the data active = activity change below about -80%; inconclusive = between about -30% and that limit;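 note: parasites exposed to compound for two days anaerobically before the ATP read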
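ATP-content bioluminescence gauges trophozoite survival. Cells (100/well) receive compound and incubate anaerobically for 48 hrs at 37 deg C; detection reagent follows for 15-30 min at room temperature.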
hERG WT inh: blocks the wildtype human KCNH2 potassium channel. Q12809. U2OS, BacMam KCNH2, thallium flux FluxOr; stronger effect = lower value. activity change, % at 1.84 µM. 0.37% of 340,000 active. AID 720551;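 active = maximum activity change below -70%; inconclusive = maximum activity change between -70% and -50%; inactive = maximum activity change above -50%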
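U2OS cells transduced with wild-type KCNH2 virus are loaded with FluxOr dye for 45 min, and thallium flux is measured in kinetic reads before and after stimulation buffer. Rate constants are normalized to DMSO controls.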
Coupling enz: inhibits coupling enzyme system, counter-screen for aldolase hits | coupling enzyme system counterscreen, AmpLite Red fluorescence | activity change, negative = inhibition, % at 58.2 µM, hits read low | 0.67% of 290,000 active; in the data active = activity change below about -30%
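Fluorescence at 525 nm excitation and 598 nm emission measured inhibition of the coupled detection system without aldolase. Compounds (at 57.5 uM final) were preincubated 10 min at room temperature with coupling enzyme reagent before a 20 min substrate/AmpLite Red step.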
B2AR arrestin: recruits beta-arrestin to the human beta2-adrenergic receptor; beta-arrestin recruitment to beta2AR, cell-based reporter; Potency, µM (highest dose often 46.1 µM), without a hit: top-dose activation, hits mostly activators; 0.02% of 330,000 active;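 note: potency is the fitted concentration of half-maximal effect; 0% = DMSO controls and full agonism = EC100 isoproterenol or metaproterenol; nearly all actives have a fitted effect of over 65% in size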
Eya2 inh: inhibitors of human Eya2 phosphatase activity. O00167. 0.006% of 330,000 active. recombinant Eya2, OMFP fluorescence dephosphorylation (OMFP is methylfluorescein phosphate). Potency, µM (top dose mostly 76.9 µM), for the others: top-dose activity, negative = inhibition, actives largely listed as inhibitors; note: potency is the fitted concentration of half-maximal effect
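Eya2 (0.2 uM) preincubated 10 min at ambient with compound, then OMFP substrate added at 50 uM; 10 min reaction in 50 mM HEPES pH 7.5, 50 mM NaCl, 5 uM MgCl2, 0.05% BSA, 1 mM DTT. Fluorescence read at Ex 485/Em 525 nm.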
USP2a inh: blocks human ubiquitin-specific protease USP2a. O75604. USP2 core, Ub-CHOP2 coupled fluorogenic reporter, 485/531. Potency, µM (highest dose often 38.3 µM), inactives show top-dose activity change, negative = inhibition, most hits filed as inhibitors. 0.01% of 330,000 active. AID 463254;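 note: potency is the fitted concentration of half-maximal effect; plate controls were DMSO wells for no effect and full inhibition by NEM control for full effect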
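Cell-free coupled assay: 10nM USP2 core preincubated 30min RT with compound in Tris-HCl pH 8.0/CaCl2/CHAPS buffer, then 25nM Ub-CHOP2 and 25nM reporter substrate; fluorescence (Ex 485/Em 531) read after 60min RT, normalized to NEM inhibition, concentration-response curves fitted.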
Active calls of the source: *; ? = inconclusive; · = no result given; & = joins results of further samples; [ ] = dose if it differs, or a comment. Unless noted, calls come from the whole dose curve; as a rule, active = well fitted curve in the direction sought with a large enough effect; inconclusive = small, poorly fitted or top-dose-only effect, or another doubt; inactive = no such curve, though single readings can be large; an effect the other way counts as inactive or inconclusive. Unless noted, % is set by controls: 0 for no effect and ±100 for the full control effect. Not a hit list. Share with any hit: about 2.4%.

SMILES	KCNH2 3.1 inh	uPA generation	GALK inhibitor	PKM2 act	BCR signal inh	Giardia killer	hERG WT inh	Coupling enz	B2AR arrestin	Eya2 inh	USP2a inh
O=C(O)CC1=C(Nc2ccccc2)C(=O)N(c2ccccc2)C1c1ccc(Br)cc1 (stereo unspecified)	-4	-5%	4%	-2%	?	-2	-7	7	-0.2%	20%	1%
CCOC(=O)C1CCCN(c2c(N3CCC(N4CCCCC4)CC3)c(=O)c2=O)C1 (stereo unspecified)	-13	17%	1%	-5%	25%	-22	7	2	0.1%	2%	3%
CCCCN=C1C([N+](=O)[O-])=CC=C2C1=NC1(CCCCC1)N2O	-17	1%	4%	-6%	1%	-3	-13	-42*	-0.7%	-5%	1%
Cc1ccc(OC(=O)c2cccc([N+](=O)[O-])c2)c(-n2nc3ccccc3n2)c1	-11	-2%	-1%	-9%	-4%	-9	-1	6	0.3%	0%	3%
Cc1nnc(N2C(=O)C(=O)/C(=C(/O)c3ccc4c(c3)OCCO4)C2c2ccc(F)cc2)s1 (stereo unspecified)	-2	-9%	0%	19%	7%	5	-5	7	0.4%	-5%	3%
CC(C)(C)C1CCC(=NNC(=O)C(=O)NCc2cccnc2)CC1 (stereo unspecified)	-6	4%	3%	-18%	3%	-8	-10	0	0.0%	11%	0%
O=C1OCC/C1=C\c1ccccc1	0	0%	·	6%	4%	-17	6	3	0.1%	-8%	3%
CCS(=O)(=O)N1CCC(C(=O)NCc2ccccn2)CC1	-5	1%	2%	0%	3%	-8	2	-1	-0.9%	-20%	-2%
CSc1nc(=S)n(Cc2ccccc2)c(C)c1C(C)=O	-8	-7%	2%	1%	2%	5	1	-1	-0.6%	4%	-1%
CC(=O)c1ccc(Sc2ccccn2)c([N+](=O)[O-])c1	-6	7%	·	1%	?	2	-3	-6	-0.2%	-28%	3%
CCN(CC(=O)Nc1c(F)cccc1F)C(=O)COc1ccc2c(c1)CCC2	4	4%	·	·	?	-20	4	·	0.1%	-16%	-2%
O=C(NC1CCCC1)C(c1ccsc1)N(CCc1ccccc1)C(=O)Cc1cccs1 (stereo unspecified)	7	7%	2%	4%	-3%	5	4	1	-0.3%	-1%	6%
C/C=C/C(=O)OCC(=O)Nc1ccc(F)cc1Cl	20	-3%	0%	16%	-4%	-1	0	0	0.3%	6%	1%
O=C(CCNS(=O)(=O)c1c(Cl)cccc1Cl)OCC(=O)c1ccccc1F	8	5%	-3%	-13%	1%	15	-24	-5	-0.5%	6%	3%
O=C(CN1CCCCCC1)Nc1cccc(Br)c1	6	2%	2%	0%	0%	4	9	0	0.4%	-2%	0%
NS(=O)(=O)c1ccc(NC(=O)COC(=O)c2ccc(Cl)cc2[N+](=O)[O-])cc1	-6	0%	-1%	-2%	-6%	-26	-16	-1	0.3%	-5%	4%
COC(=O)NC1(C(F)(F)F)C(=O)Nc2c1c(=O)n(C)c(=O)n2C (stereo unspecified)	-10	-1%	0%	0%	5%	-10	-1	2	-0.3%	-3%	8%
O=C(Nc1ccc(Cl)c(Cl)c1)c1ccccc1	·	-21%	·	·	-15%	4	·	·	0.1%	-11%	1%
Cc1cc(=O)n2nc(N3CCC(C(=O)NCCc4ccc(Cl)cc4)CC3)sc2n1	-9	-5%	-1%	·	-1%	10	7	·	0.1%	-2%	0%
O=C(CSc1nncc2ccccc12)Nc1cccc(C(=O)O)c1	14	2%	-3%	1%	?	8	7	3	-0.8%	3%	0%

Ordered by the number under Eya2 inh (largest number first): some entries from above.
canonical_smiles | uPA generation | GALK inhibitor | PKM2 act | BCR signal inh | B2AR arrestin | Eya2 inh
O=C(O)CC1=C(Nc2ccccc2)C(=O)N(c2ccccc2)C1c1ccc(Br)cc1 (stereo unspecified) | -5% | 4% | -2% | ? | -0.2% | 20%
O=C(CSc1nncc2ccccc12)Nc1cccc(C(=O)O)c1 | 2% | -3% | 1% | ? | -0.8% | 3%
O=C1OCC/C1=C\c1ccccc1 | 0% | · | 6% | 4% | 0.1% | -8%

Following part:
SMILES	KCNH2 3.1 inh	uPA generation	GALK inhibitor	PKM2 act	BCR signal inh	Giardia killer	hERG WT inh	Coupling enz	B2AR arrestin	Eya2 inh	USP2a inh
NCCCC[C@H]1CNC(=S)N1CC1CCCCC1	31	-3%	-3%	-1%	?	15	7	4	-0.1%	9%	5%
CC(C)Cc1n[nH]c(=O)c2c1nnn2Cc1ccccc1F	-6	-3%	2%	·	10%	29	-8	-1	-1.0%	-13%	5%
O=C(COC(=O)CCC(=O)c1cccs1)Nc1ccc(Cl)cn1	-2	16%	3%	7%	3%	18	8	-16	0.0%	0%	1%
Fc1ccc(Nc2ccnc(Nc3ccc(F)cc3)n2)cc1	14	-7%	2%	-3%	?	-4	15	0	0.1%	-6%	0%
CCC(=O)N1CCN(c2ccccc2NC(=O)Cc2ccc(Cl)cc2)CC1	-30	-12%	-3%	-2%	0%	-8	24	2	-0.2%	8%	-1%
Cc1oc(-c2ccccc2)[n+]([O-])c1C	-16	2%	0%	1%	2%	-11	-9	4	-0.2%	19%	5%
O=C(N/N=C/c1ccc(Br)o1)/C(=C/c1ccc([N+](=O)[O-])cc1)NC(=O)c1ccccc1	-8	-10%	-2%	0%	0%	7	-28	0	-0.6%	-9%	-1%
COc1cc(C=O)ccc1OCCCOc1ccc([N+](=O)[O-])cc1	-24	-6%	2%	-3%	6%	11	-1	1	0.4%	2%	-2%
CN(C)C(CNC(=O)c1cccc(S(=O)(=O)N(C)C)c1)c1ccccc1 (stereo unspecified)	-22	1%	-2%	-16%	0%	9	3	-1	0.1%	6%	2%
COc1ccccc1N1CC(C(=O)OC(C)C(=O)N2CCCc3ccccc32)CC1=O (stereo unspecified)	-4	0%	3%	1%	1%	10	-18	1	-0.1%	6%	4%
CCS(=O)(=O)NCCc1ccc(OC)c(OC)c1	9	-3%	0%	8%	3%	5	4	3	-0.3%	11%	-2%
O=C(NCc1ccc2c(c1)OCO2)c1ccc(S(=O)(=O)NCC2CCCO2)cc1 (stereo unspecified)	-3	0%	1%	2%	3%	6	-13	1	-0.1%	-17%	2%
COc1ccccc1-c1nnc(NC(=O)CSc2nncn2C)s1	-20	-12%	5%	-3%	-2%	?	-23	1	0.1%	4%	0%
CCOC(=O)c1c(NC(=O)COC(=O)CCOc2ccc(OCC)cc2)sc(C(=O)N(C)C)c1C	1	-1%	·	·	?	41[activator]	12	·	-0.2%	-9%	2%
CC1CCN(Cc2c(C(=O)N/N=C/c3ccccc3O)nnn2-c2nonc2N)CC1	-21	7%	-1%	-9%	0%	7	10	-1	0.0%	-7%	1%
CC1Cc2ccccc2N1S(=O)(=O)c1cnc(Cl)c(Br)c1 (stereo unspecified)	0	-27%	4%	-12%	2%	-4	0	2	-0.4%	-6%	0%
Cn1cc(C(=O)NC2CCCCCC2)c(=O)c2cc(S(=O)(=O)N3CCCC3)ccc21	-11	2%	1%	-10%	2%	4	3	-2	-0.7%	-5%	3%
O=C(COn1nnc2ccc(C(F)(F)F)cc21)Nc1c(Cl)cccc1Cl	-6	0%	1%	-7%	-2%	0	-4	-1	-0.6%	-2%	1%
Clc1ccc(C[n+]2cc(-c3ccccc3)n3c2CCCCC3)c(Cl)c1	-2	?	-3%	2%	?	5	-1	1&2	0.2%	8%	4%
COc1ccc(Nc2nc(-c3ccccc3)nc3ccccc23)c(OC)c1	6	2%	1%	-4%	?	9	2	-3	0.1%	-8%	-1%
CCCCOC(=O)Nc1ccc(OC)cc1S(=O)(=O)N1CCOCC1	8	-3%	5%	0%	-4%	-7	-8	2	0.2%	-4%	3%
CCOC(=O)C1CCN(C(=O)CCN2C(=O)C3C4C=CC(C4)C3C2=O)CC1 (stereo unspecified)	2	2%	1%	2%	?	21	-6	1	5.7%	-5%	1%
O=C1CC(c2ccc(O)cc2)Oc2ccccc21 (stereo unspecified)	4	-8%	·	·	?	4	-1	7	-0.1%	-4%	0%
O=C(NCCC1CCCCN1S(=O)(=O)c1ccc(F)cc1)C(=O)NC1CCCC1 (stereo unspecified)	3	-3%	·	·	-3%	-8	0	·	0.1%	-22%	-1%
CCN1CCN(C(=O)CN(c2cccc(Br)c2)S(=O)(=O)c2ccccc2)CC1	10	0%	0%	-2%	?	16	20	1	-0.6%	0%	3%
Cc1ccccc1-n1c(=O)c2ccccc2n2nnnc12	-24	2%	1%	-1%	-2%	10	-2	1	0.1%	-6%	4%
Cc1ccc(NC(=O)c2nc[nH]c2C(=O)N2CCN(c3ccccc3)CC2)cc1	-1	14%	4%	-5%	?	13	-6	3	-0.9%	6%	-8%
Nc1nc(SCc2ccccc2)ns1	21	1%	-3%	1%	?	8	12	2	-0.9%	10%	1%
CCN(C[C@H]1N[C@@](CC)(C(=O)OC)[C@H]2C(=O)N(Cc3ccccc3)C(=O)[C@@H]12)S(=O)(=O)c1ccc(OC)cc1	22	21%	·	·	1%	1	-2	·	-0.8%	-22%	-4%
